AmpC no deterg: AmpC beta-lactamase inhibition without detergent. P00811. AmpC nitrocefin hydrolysis, absorbance 480 nm, 0.0001% Triton. Potency, µM (top dose mostly 57.1 µM), for the others: at the highest dose activity change, negative = inhibition, usual class: inhibitors. AID 485341. 330,000 tested, 0.52% active;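 also: potency is read from the fitted curve at half-maximal effect; plate controls were no compound for no effect and no enzyme for full effect; nearly all actives have a fitted effect of over 20% in size; some results filed as inactive show a strong effect at the top dose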
Target sequence (P00811 whole entry, looked up): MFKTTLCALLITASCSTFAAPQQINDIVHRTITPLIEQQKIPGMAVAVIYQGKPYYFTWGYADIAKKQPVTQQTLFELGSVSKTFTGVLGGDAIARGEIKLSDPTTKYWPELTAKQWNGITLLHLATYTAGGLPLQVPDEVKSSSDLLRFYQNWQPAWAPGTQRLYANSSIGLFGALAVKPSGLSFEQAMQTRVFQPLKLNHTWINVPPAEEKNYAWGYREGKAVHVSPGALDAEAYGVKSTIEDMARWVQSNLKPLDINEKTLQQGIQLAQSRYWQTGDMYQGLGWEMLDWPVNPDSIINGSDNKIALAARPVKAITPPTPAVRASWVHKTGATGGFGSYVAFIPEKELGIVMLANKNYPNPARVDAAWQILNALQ
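AmpC (5.3 nM in the dispensed reagent) in 20 mM phosphate pH 7.0 with 0.01% (detergent screen) or 0.0001% Triton X-100 was preincubated with compounds for 15 min at room temperature. Nitrocefin was then added from an 800 uM solution, and hydrolysis was followed at 480 nm.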
LmPK inh: LmPK (Leishmania mexicana) enzyme inhibition | Q27686 | purified LmPK, Kinase-Glo ATP luminescence, 1 h | Potency, µM (highest dose often 57.5 µM), for inactives: top-dose activity change, negative = inhibition, hits mostly inhibitors | 290,000 tested, 0.37% active | AID 1721; also: potency is read from the fitted curve at half-maximal effect; % is scaled to controls: 0 for no effect and ±100 for the full control effect
Target sequence (Q27686 whole entry, looked up): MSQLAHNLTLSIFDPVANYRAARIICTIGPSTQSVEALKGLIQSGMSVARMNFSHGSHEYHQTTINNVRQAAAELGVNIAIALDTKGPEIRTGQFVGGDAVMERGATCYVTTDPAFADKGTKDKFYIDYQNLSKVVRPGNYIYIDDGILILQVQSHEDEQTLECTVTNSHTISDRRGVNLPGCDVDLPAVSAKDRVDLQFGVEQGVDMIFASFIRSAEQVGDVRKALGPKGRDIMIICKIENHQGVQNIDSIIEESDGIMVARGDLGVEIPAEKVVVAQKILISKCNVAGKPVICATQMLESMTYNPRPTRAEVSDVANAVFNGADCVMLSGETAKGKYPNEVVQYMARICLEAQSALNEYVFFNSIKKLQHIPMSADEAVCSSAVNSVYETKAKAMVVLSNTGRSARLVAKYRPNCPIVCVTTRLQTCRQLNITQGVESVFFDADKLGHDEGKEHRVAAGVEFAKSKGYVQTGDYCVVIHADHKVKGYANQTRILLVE
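0.1 nM LmPK, 0.5 mM PEP, 0.1 mM ADP; 50 mM imidazole pH 7.2, 7 mM MgCl2, 50 mM KCl; 1 h RT. Kinase-Glo luminescence readout, normalized to no-enzyme (full inhibition) and uninhibited wells.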
Shiga inhibitor: Shiga toxin inhibition; Vero cells, Shiga toxin protein synthesis inhibition reporter; inhibition, % at 38.7 µM; 290,000 tested, 9.2% active; AID 2315; in the data active = inhibition mostly above about 28%, no sharp cut-off; inactive = mostly below about 43%; also: 0% is about no effect
Pf growth 48h: P. falciparum growth inhibition at 48 hours (one generation) | 310,000 tested, 5.9% active | P. falciparum luciferase growth in erythrocytes, 48 h | Potency, µM (titrated, usually from 28.7 µM), without a hit: at the highest dose activity change, negative = inhibition, actives largely listed as inhibitors; also: potency is read from the fitted curve at half-maximal effect; % is scaled to controls: 0 for no effect and ±100 for the full control effect
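Parasite viability was followed by luminescence of a genomically integrated firefly luciferase. Cultures held 0.1% parasitemia at 2% hematocrit (final), incubated under 5% CO2 at 37 C.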
Pf growth 96h: P. falciparum growth inhibition at 96 hour, primary screen for plastid delayed-death inhibitors; P. falciparum luciferase reporter growth, 96 h; Potency, µM (titrated, usually from 28.7 µM), without a hit: at the top dose activity change, negative = inhibition, hits mostly inhibitors; 320,000 tested, 6.9% active; also: potency is read from the fitted curve at half-maximal effect; % is scaled to controls: 0 for no effect and ±100 for the full control effect
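Erythrocytes infected with luciferase-expressing P. falciparum were dispensed at 2% hematocrit and 0.05% parasitemia (final), then incubated with compounds 96 hours at 37 C in 5% CO2. Luminescence after detection reagent addition reported growth.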
Tb PYK inh: T. brucei pyruvate kinase inhibition | Q57TT1 | TbPYK enzyme, Kinase-Glo Plus ATP luminescence, 45 min | Potency, µM (series often up to 76.8 µM), without a hit: top-dose activity, negative = inhibition, usual class: inhibitors | 410,000 tested, 0.12% active | AID 624173; also: potency is read from the fitted curve at half-maximal effect; % is scaled to controls: 0 for no effect and ±100 for the full control effect; nearly all actives have a fitted effect of over 50% in size
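Glycolytic pyruvate kinase of T. brucei was incubated with substrate, test compound and 130 uM ADP for 45 minutes at room temperature. Luminescent Kinase-Glo Plus signal was measured after 10 minutes.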
CHX counter: counter-screen for Shiga toxin inhibitors: cycloheximide protein synthesis inhibition; cell reporter, cycloheximide protein synthesis inhibition counterscreen; max response, %; 300,000 tested, 12% active; in the data active = max response mostly above about 13%, no sharp cut-off; inactive = mostly below about 14%; also: read at 38.3 µM for the half of the compounds with a filed dose; 0% is about no effect
* = called active by the depositor; ? = inconclusive; . = no result given; & = joins results of further samples; [ ] = another dose, or the depositor's remark. Unless noted, calls follow the shape of the dose curve; as a rule, active = well fitted curve in the direction sought with a large enough effect; inconclusive = small, poorly fitted or top-dose-only effect, or another doubt; inactive = no such curve, though single readings can be large; an effect the other way counts as inactive or inconclusive. This is a random part of the collection (roughly 22% active in at least one column).

structure,AmpC no deterg,LmPK inh,Shiga inhibitor,Pf growth 48h,Pf growth 96h,Tb PYK inh,CHX counter
CC(C)C12CCC(C(=O)O)C(C1)C(=O)O2 (stereo not drawn),-13%,-1%,9,29%,?,8%,-4
CCN1CCC(NC(=O)Nc2ccc(F)cc2F)CC1,15%,-8%,18,31%,18%,1%,-1
CC(=O)N1c2ccc(S(=O)(=O)N3CCC(C(=O)NC(C)c4ccccc4)CC3)cc2CC1C (stereo not drawn),55%,0%,-5,-10%,?,-5%,2
Cc1cc(NC(=O)CCC(=O)N(CC(=O)NCC2CCCO2)c2cccc(F)c2)no1 (stereo not drawn),-4%,0%,-20,-1%,-6%,-4%,-4
CC1CCCC(NC(=O)c2ccc(CNc3c(N4CCCC4)c(=O)c3=O)cc2)C1C (stereo not drawn),?,-1%,-3,?,?,-1%,2
C=CCn1c(SCC(=O)N2N=C(c3ccco3)CC2c2ccco2)nnc1-c1ccncc1 (stereo not drawn),-8%,-5%,-6,27%,?,0%,-4
O=C(Nc1ccc(S(=O)(=O)N2CCOCC2)cc1)c1ccc(Cl)cc1,-49%,1%,3,?,?,-3%,-3
Cc1ccc2c(CC(=O)OC3CCOC3=O)coc2c1 (stereo not drawn),-8%,4%,-7,9%,38%[activator],-1%,-2
O=C(COC(=O)CCc1ccc(S(=O)(=O)N2CCOCC2)cc1)NCc1ccccc1,30%,0%[11.5 µM],-9,18%,28%,-2%,-7
CCOc1ccc(S(=O)(=O)N2CCN(C(=O)c3cc(-c4ccccc4)nn3-c3ccccc3)CC2)cc1,-18%,.,.,?,?,-12%,.
Cc1ccc(CSCCNC(=O)c2ccccc2)cc1,-12%,0%,35,?,-8%,-1%,-2
O=C(CN1CCN(S(=O)(=O)c2ccc(Cl)cc2)CC1)c1ccc(O)c(O)c1,-42%,-1%,2,-16%,?,-23%,1
CC(C)c1ccc(C(=O)NNC(=O)c2n[nH]c(=O)c3ccccc23)cc1,-35%,.,.,8%,-4%,-13%,.
COC(=O)c1ccsc1NC(=O)CN1CCN(c2ncccn2)CC1,-9%,1%,-20,12µM*,0%,1%,-4
CCCN1CCc2c(sc(NC(=O)CCS(=O)(=O)c3ccccc3)c2C(=O)OC)C1,55%,0%,-8,?,13µM*,-1%,7
COc1ccccc1Nc1nc(NCc2ccco2)c2ccccc2n1,-38%,2%,32,?,?,9%,24*
O=C(O/N=C1\CCCCC1c1ccc([N+](=O)[O-])cc1[N+](=O)[O-])c1c(F)cccc1F (stereo not drawn),-25%,-1%,17,41%[activator],28%,?,1
O=C(NCc1ccco1)c1csc2c1CCCCC2,-19%,1%,19,28%,-9%,-5%,22*
CC(=O)c1ccc(NC(=O)CSc2nccn2C)cc1,-3%,-7%,66*,76%[activator],139%[activator],-2%,11*
CC1CC(C)CN(CCCNC(=O)C2CCN(S(=O)(=O)N3CCCCC3)CC2)C1 (stereo not drawn),-10%,3%,-5,-2%,12%,-12%,-2
CC1=NN(c2ccc(C(=O)O)cc2)C(=O)/C1=C/c1ccc(-c2ccccc2F)o1,-1%,0%,30,31%[activator],35%[activator],.,18
Cc1ccc(C(=O)/C=C/c2ccc(Br)cc2)o1,-21%,-3%,-7,?,91%[activator],6%,-2
O=C(Cc1ccccc1)NCC(=O)Nc1cc(Cl)ccc1Cl,-12%,1%,-3,4%,28%,4%,-6
Cc1[nH]c(C)c(S(=O)(=O)Nc2cccc(Cl)c2C)c1C(=O)N1CCCC1,-4%,-5%,-5,-7%,?,-6%,-2
O=C(CN1CCN(c2ccc(Cl)cc2)CC1)Nc1ccc(F)cc1,36%,3%,-12,-15%,7%,-2%,4

Further structures:
structure,AmpC no deterg,LmPK inh,Shiga inhibitor,Pf growth 48h,Pf growth 96h,Tb PYK inh,CHX counter
COc1ccc(Cl)cc1C(=O)O/N=C(\N)c1ccc(Cl)cc1,-48%,1%,6,-26%,?,-10%,8
COc1ccc(OCC(=O)Nc2ccc(N3CCN(C(=O)c4ccccc4C)CC3)cc2)cc1,53%,0%,24,?,?,-25%,17
CCOC(=O)c1ccc(NC(=S)NC2CC(C)(C)NC(C)(C)C2)cc1,26%,-4%,-17,?,?,-4%,-3
CCc1c(C)nc(SCC(=O)N2CCN(c3ccccc3OC)CC2)[nH]c1=O,0%,2%,-9,-9%,17%,-1%&-1%,9
CCc1cccc(C)c1N(C(=O)Cn1c(=O)[nH]c2ccccc21)C(C)COC (stereo not drawn),82%[activator],17%,-7,?,.,-3%,1
O=C(CN1CCN(CCOCCO)CC1)N1c2ccccc2Sc2ccc(Cl)cc21,125%[activator],0%,-14,?,0%,15%,-4
CCCCN(CC)CCCNC(=O)Cn1nc(Cc2cccnc2)c2ccccc2c1=O,.,0%,11,17%,-5%,3%,-3
O=C1C2CCCN2C(c2ccccc2)N1c1cccc(Cl)c1 (stereo not drawn),13%,1%,-13,.,0%,2%,-5
COC(=O)c1ccc(COc2ccc3ccc(=O)oc3c2)o1,-16%,5%,22,-6%,32%[activator],-9%,2
CCOc1ccc(N2CC(C(=O)NCCN3C(=O)S/C(=C\c4ccc(OC)cc4)C3=O)CC2=O)cc1 (stereo not drawn),-6%,4%,-4,28%,-17%,-1%,-1
CCOc1ccc(C(=O)NC(=S)Nc2ccc(NC(=O)CC)cc2)cc1[N+](=O)[O-],-11%,1%,-10,12%,43%[activator],-1%,-2
CC(C)(C)NC(=O)C(c1ccc(F)cc1)N(CC1CCCO1)C(=O)CCC(=O)Nc1ccccn1 (stereo not drawn),31%,2%,-12,-6%,1%,3%,-5
CCOc1ccc(CN(C)C(=O)c2cccnc2OCC)cc1OC,-11%,4%,-16,-5%,-1%,-5%,2
CC1CC(C)CN(CC(C)(C)NS(=O)(=O)c2ccccc2)C1 (stereo not drawn),-23%,1%,-10,2%,-20%,2%,-2
Cc1ccc2c(c1)N(C(=O)CCC(=O)NC1CCN(Cc3ccccc3)CC1)CC(C)O2 (stereo not drawn),78%[activator],-3%,-7,-14%,35%[activator],-1%,-2
COc1ccccc1Nc1nc(-c2c(C)nc3ncccn23)cs1,52%,0%,-6,?,6%,-3%,-1
N#CC(=C1CCCC1)c1nc(-c2ccccc2)cs1,-46%,-11%,103*,158%[activator],.,-2%,54*
Cc1nc(SCc2ccccc2F)c2cnn(-c3ccccc3)c2n1,-14%,-3%,17,8%,22%,.,2
Cn1c(=O)c2c(ncn2CC(=O)N/N=C/C=C/c2ccco2)n(C)c1=O,-1%,-1%,-4,31%[activator],35%[activator],-2%,-2
Cc1ccc(-n2ncc(C(=O)N3CCc4ccccc4C3)c2NC(=O)c2ccco2)cc1C,11%,3%,5,-10%,2%,-6%,6
O=C(CNC(=O)Cc1ccccc1)NCC(=O)OCC(=O)c1cccc2ccccc12,-5%,7%,-52,10%,.,-11%,-1
CCOc1cccc(-c2c(C(=O)N/N=C/c3c(F)cccc3Cl)nnn2-c2nonc2N)c1,-39%,-7%,-3,4%,?,2%,-6
CCC(C(=O)Nc1ccc(C(=O)O)cc1NC(=O)C(CC)c1ccccc1)c1ccccc1 (stereo not drawn),-17%,2%,10,-7%,2%,0%,1
Fc1ccc(CSc2nnc(-c3ccco3)o2)cc1,-14%,-11%,59*,31%[activator],44%[activator],0%,46*
O=C1C(Cl)=C(NCCCO)C(=O)c2ccccc21,-15%,-12%,13,?,.,-9%,14*

Shown with each value named: three of the compounds above.
SMILES: CCOc1ccc(N2CC(C(=O)NCCN3C(=O)S/C(=C\c4ccc(OC)cc4)C3=O)CC2=O)cc1 (stereo not drawn)
  AmpC no deterg = -6% | LmPK inh = 4% | Shiga inhibitor = -4 | Pf growth 48h = 28% | Pf growth 96h = -17% | Tb PYK inh = -1% | CHX counter = -1
SMILES: CCOc1ccc(C(=O)NC(=S)Nc2ccc(NC(=O)CC)cc2)cc1[N+](=O)[O-]
  AmpC no deterg = -11% | LmPK inh = 1% | Shiga inhibitor = -10 | Pf growth 48h = 12% | Pf growth 96h = 43%[activator] | Tb PYK inh = -1% | CHX counter = -2
SMILES: CC(C)(C)NC(=O)C(c1ccc(F)cc1)N(CC1CCCO1)C(=O)CCC(=O)Nc1ccccn1 (stereo not drawn)
  AmpC no deterg = 31% | LmPK inh = 2% | Shiga inhibitor = -12 | Pf growth 48h = -6% | Pf growth 96h = 1% | Tb PYK inh = 3% | CHX counter = -5

(listing goes on)
structure,AmpC no deterg,LmPK inh,Shiga inhibitor,Pf growth 48h,Pf growth 96h,Tb PYK inh,CHX counter
CC1(C)O[C@H]2OC([C@H](O)CON3C(=O)c4ccccc4C3=O)[C@H](O)[C@H]2O1 (stereo partly drawn),-9%,1%,-10,5%,-32%,-5%,-4
CCOC(=O)c1ccc(-c2ccc(C(=O)Nc3cccnc3)o2)cc1,-18%,1%,73*,2.6µM*,6%,-19%,32*
Brc1ccc(-c2noc(CCc3ccccc3)n2)o1,-19%,-2%,84*,.,?,-3%,17*
Cc1ccc(-c2nc(CS(=O)(=O)CC(=O)NCc3cccc(F)c3)c(C)o2)cc1,-1%,-2%,25,42%[activator],?,3%,-1
CCOc1ccc(CCNS(=O)(=O)c2ccc3c(c2)N(C(C)=O)CCO3)cc1OCC,40%,-1%,-7,-8%,20%,1%,-8
CCOC(=O)C1=C(C)NC(=S)NC1c1ccco1 (stereo not drawn),-34%,1%,-2,?,-29%,-26%,-3
CCOC(=O)c1ccc(N2CCN(C(C)=O)CC2)c(NC(=O)c2cccnc2)c1,-5%,-3%,3,4%,23%,10%,-2
c1ccc(-c2nnsc2-c2ncc[nH]2)cc1,-25%,1%,10,21%,4%,-1%,-2
CN(C)/C=N/c1c(C#N)cnn1C,-11%,1%,-5,-4%,4%,-5%,-2
Cc1oc(-c2ccccc2F)nc1CS(=O)(=O)CC(=O)NC1CCCC1,0%,3%,-6,3%,6%,-1%,-3
Cc1onc(-c2ccccc2)c1C(=O)Nc1ccccc1NC(=O)c1c(-c2ccccc2)noc1C,0%,0%,-12,?,?,3%,-2
COc1ccc(-c2cc(C(=O)NCCCN3CCOCC3)on2)cc1OC,0%,2%,4,?,?,0%,-4
COCCNC(=O)c1ccc2c(c1)NC(=O)CS2,21%,-1%,18,9%,.,-6%,11
O=C(CSc1ccccc1)Nc1nccs1,-5%[11.4 µM],-5%,50*,22%,1%,5%,28*
NS(=O)(=O)c1ccc(NC(=S)Nc2ccc(C(=O)N3CCCCC3)cc2)cc1,34%,-2%,-6,1%,-23%,3%,-2
COc1ccc(OC)c(N2C(=O)c3cccnc3C2=O)c1,-11%,0%,-12,11%,55%[activator],3%,-2
Cc1ccc(-n2c(SCCN)nnc2-c2cccc(C)c2)cc1,65%[activator],0%,-9,10µM*,?,6%,-7
Oc1ccc(N=Nc2ccccc2-c2nn[nH]n2)c(O)c1,-38%,10%,-6,.,0%,-21%,9
CN(Cc1cc([N+](=O)[O-])c2cccnc2c1O)C1CCCCC1,-11%,0%,-5,-20%,62%[activator],.,-3
